CaV13 FRET inh = Primary screen for inhibitors of IQ motif and Ca2+-dependent inactivation inhibitor domain binding in CACNA1D, Förster resonance energy transfer in living cells, …; HEK cells, CFP/YFP FRET ICDI-IQ, plate reader, 10 min; percent FRET-ratio fall versus neutral wells; inhibition, % at 12.3 µM; 0.098% of 340,000 active; AID 743397;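 active means mean replicate inhibition of at least 30% and at least 1% of replicates passing that level; inconclusive means only one of the two criteria is met; inactive means neither criterion is met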;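 further: 0% = median of the neutral control wells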
ABCB6 inh MLPCN = ABCB6 transporter inhibitors, primary screen, K562-ABCB6 cells, flow cytometry, MLPCN library; fluorescence ratio to DMSO, % at 10 µM; ATP-binding cassette sub-family B member 6 (Homo sapiens), Q9NP58; 0.19% of 360,000 active; K562-ABCB6 porphyrin accumulation, 1 h; active compounds read low;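 active means fluorescence ratio to DMSO below 75%, the collection mean minus 3 SD; inconclusive means too few cells collected in the well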;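 further: signal is porphyrin accumulated inside mitochondria; 100% equals median channel fluorescence of DMSO control wells; lower ratio means ABCB6 inhibition with less porphyrin fluorescence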
Glyco luc inh = increase of ERlucT glycosylation luciferase signal, primary screen, N-linked glycosylation inhibitor project, D54 ERlucT cells, luminescence, set 2. reporter increase, % at 12.5 µM. D54 ERlucT glycosylation luciferase reporter, 24 h; percent of 100 nM tunicamycin response. AID 588692, 2011. 0.23% of 360,000 active;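 active means mean luciferase reporter signal, scaled so untreated is 0 and the glycosylation-blocking control 100, at or above a set limit in every replicate; inconclusive means mean reaches the limit but not every replicate does; inactive means mean below the limit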;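 further: luciferase carries N-glycosylation sites so blocking glycosylation raises the light; 0% = median of neutral control wells and 100% = median of 100 nM tunicamycin wells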
Vif imaging = HIV Vif self-association inhibitors, primary screen, imaging, HEK293T, single point | HEK293T cells, Vif self-association by quenched fluorescence, 24 h | inhibition, % at 7.49 µM | 0.35% of 340,000 active | AID 602346, 2012; in the data active means inhibition above about 50%, passing the limit was not always enough; inconclusive means no clear call, values can overlap the other calls; inactive means below about 31%; further: some results filed as inactive read as strong as hits
PDI inh = inhibitors of human PDI, primary screen, biochemical, turbidity, single point, plate reader; Protein disulfide-isomerase (Homo sapiens), P07237; PDI insulin aggregation turbidity, A650, 90 min; inhibition, % at 10 µM; 0.052% of 350,000 active; AID 588391, 2011;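 active means mean inhibition across replicates of 30% or more, whatever share of single replicates reach that level; inconclusive means mean inhibition below 30% while every single replicate reaches 30%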;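 further: absorbance from insulin aggregation driven by PDI reduction with DTT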
Target sequence (P07237 whole entry, looked up): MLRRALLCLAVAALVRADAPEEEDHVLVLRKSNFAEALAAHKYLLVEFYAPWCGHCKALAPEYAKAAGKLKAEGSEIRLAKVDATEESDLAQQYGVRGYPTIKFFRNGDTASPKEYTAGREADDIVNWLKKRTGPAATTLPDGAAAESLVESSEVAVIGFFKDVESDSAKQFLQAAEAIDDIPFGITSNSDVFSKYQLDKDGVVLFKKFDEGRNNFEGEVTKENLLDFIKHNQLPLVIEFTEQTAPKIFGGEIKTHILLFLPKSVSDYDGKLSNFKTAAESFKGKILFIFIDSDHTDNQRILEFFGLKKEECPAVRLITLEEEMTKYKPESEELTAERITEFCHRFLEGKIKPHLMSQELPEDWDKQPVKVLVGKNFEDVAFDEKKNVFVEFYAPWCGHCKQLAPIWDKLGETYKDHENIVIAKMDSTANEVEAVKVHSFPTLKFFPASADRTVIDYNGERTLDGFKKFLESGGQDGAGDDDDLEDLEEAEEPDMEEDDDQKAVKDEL
aDG glyco up = activators of alpha-DG glycosylation, primary screen, uHTS, Pro5-aDG cells, AlphaScreen | alpha-DG glycosylation AlphaScreen (IIH6); 0% Pro5, 100% B10-LARGE cell signal | activation, % at 10 µM | 0.22% of 360,000 active | AID 624168, 2012;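 active means activation of at least 8% versus controls, or a plate z-score of at least 8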;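 further: Pro5 are CHO cells carrying HIG-tagged alpha-DG that lacks glycosylation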
HTR2A ag = mouse Htr2a agonists via beta-arrestin recruitment, primary screen, cell-based, luminescence. CHO-K1 mHTR2A beta-arrestin complementation; percent of 30 µM serotonin response. 0.66% of 360,000 active. activation, % at 7.6 µM. AID 624169, 2012. 5-hydroxytryptamine receptor 2A (Mus musculus), P35363;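 active means activation above a run cutoff, the mean activation of all tested compounds plus 3 SD, cut at about 14% in these data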;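 further: 0% = plate median of compound wells and 100% = 30 µM serotonin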
Target sequence (P35363 whole entry, looked up): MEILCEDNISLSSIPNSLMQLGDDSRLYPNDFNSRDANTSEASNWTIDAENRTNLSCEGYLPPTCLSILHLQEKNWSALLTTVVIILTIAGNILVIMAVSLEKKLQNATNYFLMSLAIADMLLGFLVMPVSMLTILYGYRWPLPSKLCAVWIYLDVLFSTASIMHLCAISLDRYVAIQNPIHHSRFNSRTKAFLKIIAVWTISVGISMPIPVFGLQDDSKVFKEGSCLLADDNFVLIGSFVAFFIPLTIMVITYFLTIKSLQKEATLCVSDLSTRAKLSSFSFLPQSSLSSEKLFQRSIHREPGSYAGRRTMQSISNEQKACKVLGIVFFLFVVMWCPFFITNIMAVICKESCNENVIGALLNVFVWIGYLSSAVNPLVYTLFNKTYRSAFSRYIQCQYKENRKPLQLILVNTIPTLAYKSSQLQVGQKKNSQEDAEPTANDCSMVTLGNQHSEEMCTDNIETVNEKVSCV
Exocytosis inh = LAMP-1 surface exposure blockers, TALL-104 cells – cell-based, flow cytometry, MLPCN library, primary screen. TALL-104 LAMP-1 surface exposure; cells stimulated with thapsigargin and PMA. inhibition, % at 10 µM. 0.66% of 360,000 active. AID 651702, 2012;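 active means inhibition above about 55%, limit read from the data; inconclusive means no clear call, values can overlap the other calls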
hiPSC survival = enhancers of single-cell hiPSC survival, primary screen, ATPlite luminescence; 100% = ROCK inhibitor wells, 0% = DMSO; survival enhancement, % at 20 µM; 0.044% of 360,000 active; AID 602274, 2012; in the data active means survival enhancement above about 18%;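 further: cells exposed to compounds for 16 hours before the ATP read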
Cardio protect = cardioprotection against H2O2-induced cell death, primary screen, uHTS, H9c2 cells, ATPLite luminescence. H9c2 cardiomyocytes, H2O2 injury protection, 2 h. protection from H2O2 cell death, % at 20 µM. 0.63% of 360,000 active. AID 588492, 2011;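 active means compounds giving at least 50% protection of heart cells from peroxide-induced death in the single-dose screen, raw or plate-pattern-corrected value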;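 further: 0% = DMSO wells with peroxide and 100% = DMSO wells without peroxide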
The depositor's hits bear a star; ? = inconclusive; . = no result given.

SMILES	CaV13 FRET inh	ABCB6 inh MLPCN	Glyco luc inh	Vif imaging	PDI inh	aDG glyco up	HTR2A ag	Exocytosis inh	hiPSC survival	Cardio protect
O=C(CC1Sc2ccccc2NC1=O)OCC(=O)N1CCc2ccccc21 (stereo not given)	-4	95	-2	23	0	0.2	1	1	-0.8	10
O=C1NC[C@H](CCCCN2CCN(Cc3ccccc3)C(=O)C2=O)N(CCC2CCCCC2)C1=O	-4	92	.	.	.	-0.1	1	-1	0.5	.
Cc1ccc(S(=O)(=O)N(C)CC(=O)N/N=C/c2ccc(C)o2)cc1	6	92	1	-3	0	-0.1	-3	-1	-0.4	2
O=C(O)c1ccc(NC(=O)c2cccc(S(=O)(=O)Nc3ccc(C(=O)O)cc3)c2)cc1	-6	97	2	-4	0	0.0	16*	-1	1.3	18
Cc1cc(NC(=O)Nc2ccc(Cl)c(Cl)c2)n(-c2ccccc2)n1	5	101	-4	-20	-3	-0.2	-6	-2	0.1	-15
O=C(NCCCn1ccnc1)c1ccc2c(c1)OCCO2	-4	100	1	5	-4	0.3	-2	2	-2.3	-3
C=CCNC(=S)N1CCc2[nH]c3ccccc3c2C1	-7	108	4	-2	1	0.0	-5	-4	-0.5	0
O=C(NCCOc1ccccc1)C1CCC(=O)N(CCN2CCOCC2)C1 (stereo not given)	-3	93	-1	-8	-8	0.3	0	-1	-0.1	4
Cc1cc(=O)oc2cc(OCC(O)Cn3ccnc3)ccc12 (stereo not given)	-1	98	3	4	-10	0.2	2	0	-0.5	1
Cc1cc(C)nc(N2CCC(C(=O)Nc3ccc4c(c3)OCCO4)CC2)n1	-4	95	1	1	3	0.3	-1	-2	0.7	10
Cc1ccc(S(=O)(=O)/N=C(/Nc2ccc3[nH]c(=O)[nH]c3c2)c2ccc(F)cc2)cc1	8	97	1	-2	9	-0.2	-7	-3	-3.0	-8
COC(=O)CSc1nc(NC#N)nc(NC(C)(C)C)n1	-1	93	-1	-3	-1	0.0	-5	0	0.1	-6
CC1CC(C)(C)NC(=S)N1CCC(=O)N1c2ccccc2CC1C (stereo not given)	-8	100	0	11	-1	2.2	6	-1	0.0	11
O=C(Nc1ccc2ccccc2c1)c1cnccn1	-8	97	-9	-4	-6	0.1	0	-3	0.8	-11
CC1=C(C(=O)N2CCOCC2)CC(CC(=O)NC(c2ccccc2)c2ccccc2)C(=O)N1CCCN1CCCC1=O (stereo not given)	-5	99	1	-3	-7	0.5	1	-5	-1.5	7
O=C(Nc1ccc(Cl)c(S(=O)(=O)N2CCOCC2)c1)c1cc(=O)[nH]c2ccccc12	-5	94	1	5	-7	-0.2	3	1	-0.4	-6
Cc1ccc(Cc2ccc(C(=O)NNC(N)=S)o2)cc1	-6	85	-1	-3	-4	0.3	-1	1	-3.0	-10
CN(C)C(=O)Cn1c(SCC(=O)NC2CCCCC2)nc2ccccc21	.	100	-1	5	-4	0.2	2	7	2.8	2
CC(=O)Nc1ccc(S(=O)(=O)N(C)c2nc3ccccc3nc2Cl)cc1	-6	96	-2	-18	14	-0.1	-6	-2	-0.6	-5
COc1ccc(C(C)=O)cc1Cn1c(C)c(C(=O)NCC(C)C)sc1=O	25	103	3	2	-1	-0.2	-3	-2	-3.2	3
C#CCC(NC(=O)c1ccc(C(F)(F)F)cc1)C(=O)NCCC (stereo not given)	-1	94	-3	2	-2	-0.2	3	1	-2.1	-6
CCC1CN(S(=O)(=O)c2cc(-c3cc(C)no3)ccc2OC)c2cc(C)ccc2O1 (stereo not given)	-6	96	-7	-1	-6	0.5	-5	70*	0.7	-2
O=C(NC(=O)c1ccccc1)Nc1ccc(Cl)cn1	-6	98	-8	19	0	0.0	2	-6	-0.4	-5
Cc1ncc(S(=O)(=O)c2ccccc2)c(-c2ccccc2)n1	-5	99	-1	-4	-2	-0.1	2	2	-2.2	-8
CCOc1ccc(S(=O)(=O)N2CCN(S(=O)(=O)c3ccc(OCC)cc3)C(C)C2)cc1 (stereo not given)	-6	99	-2	-1	0	0.3	-1	-2	2.6	0

(continued)
SMILES	CaV13 FRET inh	ABCB6 inh MLPCN	Glyco luc inh	Vif imaging	PDI inh	aDG glyco up	HTR2A ag	Exocytosis inh	hiPSC survival	Cardio protect
COCCN1C=C2C(=O)C(C)(OC(=O)CCC(=O)OC)C(=O)C(Br)=C2C=C1c1ccc(OC)cc1 (stereo not given)	.	97	0	-4	4	0.0	-4	1	-0.5	7
O=C(NC1CCCCC1)C(c1ccc(F)cc1)N(Cc1ccco1)C(=O)CN1C(=O)c2ccccc2S1(=O)=O (stereo not given)	-5	93	16	-2	11	0.0	2	-3	0.3	8
CN(Cc1ccco1)S(=O)(=O)c1nnc(NC(=O)c2ccccc2Cl)s1	-3	93	0	-1	1	2.0	18*	15	-0.3	5
C=CCNc1nc(Nc2ccc([N+](=O)[O-])cc2)nc(OC)n1	-3	107	-1	17	2	0.2	0	0	4.7	4
CN(C)C(CNc1ccc(C(N)=O)cc1[N+](=O)[O-])c1ccccc1 (stereo not given)	-8	98	0	-17	7	-0.1	2	-6	-0.3	-2
Cc1nc(SCC(=O)Nc2ccc(N3CCOCC3)cc2)nc(C)c1C	-5	99	1	-3	-4	-0.5	0	3	1.2	-5
CCOc1ccc(C(=O)Nc2ccc(C(F)(F)F)n(C)c2=O)cc1	9	108	0	-7	7	0.0	-2	-3	6.1	-1
COc1ccc(NC(=O)NNC(=O)C(C)Oc2ccc3ccccc3c2)cc1 (stereo not given)	-2	97	.	.	-4	0.0	-1	-1	-0.4	-1
O=C(Nc1ccc(N2CCOCC2)cc1)c1ccc(Br)o1	-4	97	-14	-5	-6	-0.1	1	-7	-0.6	-17
CCOC(=O)CN1c2ccccc2NC(=O)CC1C (stereo not given)	-2	100	1	13	.	0.0	-4	-2	0.2	23
COc1ccc(Br)cc1C(=O)Nc1ccc(O)cc1	-7	99	2	-9	-8	0.0	13	-1	-1.3	4
CC(C)COC(=O)n1c(SCC(N)=O)nc2ccccc21	-5	99	-2	23	-11	0.0	-2	-2	0.5	5
O=[N+]([O-])c1cccc(-c2nn(-c3ccccc3)cc2CO)c1	-2	101	0	-12	-5	0.1	-5	2	0.1	-3
O=C(Nc1cc([N+](=O)[O-])ccc1Cl)c1cccnc1	-19	95	0	-6	-9	-0.1	4	-12	3.5	-2
CSCCC(NC(=O)c1ccc(Cl)cc1)C(=O)OCC(=O)Nc1ccc(C#N)cc1 (stereo not given)	-17	94	1	2	2	-0.3	2	-7	-1.8	0
COc1ccc(C(=O)N2CC(=O)Nc3ccccc32)cc1S(=O)(=O)N1CCOCC1	5	100	2	13	3	-0.1	2	-6	-0.6	3
CC1(C)CC2CC(C)(CN2CC(=O)C(C#N)c2ccccc2)C1 (stereo not given)	-12	106	-1	-3	2	0.0	2	5	0.2	4
O=C(c1ccc(F)cc1)N1CCN(S(=O)(=O)c2ccc3c(c2)OCCO3)CC1	-12	90	-2	.	-1	-0.2	2	-4	4.0	2
CN(C)CCCOC(=O)Cc1ccc(Cl)cc1	-7	98	1	-27	-4	2.5	1	0	0.6	-9
COc1ccc(-c2noc(CCC(=O)NCc3ccco3)n2)cc1	-5	99	2	-7	14	-0.1	4	17	-0.5	-2
N#C/C(=C\Nc1ccccc1SC(F)(F)F)c1nc(-c2ccccc2)cs1	4	105	0	2	11	0.7	-1	-4	0.0	-7
C=CCN1CCN(C(=O)CCCc2ccccc2)CC1	-4	96	-21	-1	5	-0.1	2	-3	-0.5	-1
O=C(CSc1nnc(-c2cccnc2)n1CCc1ccccc1)NCc1ccccc1	.	110	1	5	1	0.0	2	2	-3.2	1
CC(NC(=O)c1ccco1)c1cccc2ccccc12 (stereo not given)	-6	99	-1	10	-17	-0.2	-1	4	-1.1	7
CN(C)c1ccc(CNc2nc(-c3ccccc3)nn2S(C)(=O)=O)cc1	4	90	1	-2	6	-0.7	-4	2	-2.6	-3

Further compounds follow:
SMILES	CaV13 FRET inh	ABCB6 inh MLPCN	Glyco luc inh	Vif imaging	PDI inh	aDG glyco up	HTR2A ag	Exocytosis inh	hiPSC survival	Cardio protect
CC(C)c1ccc(NC(=O)c2cc(S(=O)(=O)N3CCCCC3)c[nH]2)cc1	-6	101	0	10	3	0.4	1	5	-0.3	10
CCOC(=O)N1CCN(S(=O)(=O)c2c(C(=O)N3CCCCC3)c(C)n(C)c2C)CC1	-4	96	-1	10	-7	0.0	-1	-1	0.0	-5
COc1cc(/C=C/C(=O)O)cc(S(=O)(=O)Nc2cc(Cl)c(Cl)cc2Cl)c1OC	-4	106	0	-2	-1	0.1	2	3	0.1	1
CC(C)c1csc(CN2CCN(Cc3ccc(F)c(F)c3)C(CCO)C2)n1 (stereo not given)	-4	90	-1	-7	-6	0.3	-1	-2	-0.1	-10
O=C(Nc1ccc(Cl)cc1)C1CCCN(c2ncnc3c2nc2n3CCCCC2)C1 (stereo not given)	-14	96	-2	1	-1	0.1	5	10	0.9	-2
COc1ccccc1NC(=O)c1ccc(NC(=O)C2CC2)cc1	-10	93	0	7	-10	-0.3	1	-1	-0.3	0
Cc1cc(C)c(S(=O)(=O)O)c(C)n1	-3	94	0	30	2	6.9*	-1	1	-4.5	-1
Cc1c(NC(=O)c2cccnc2Cl)c(=O)n(-c2ccccc2)n1C	.	106	1	.	2	0.4	-3	-2	-0.5	10
Cn1nnnc1SCC(=O)Nc1ccccc1C(N)=O	-2	91	1	.	-2	-0.1	-3	-2	1.3	12
CC(C)(C)c1ccc(OC(=O)N2CCOCC2)cc1	-15	97	-2	-2	-1	0.1	6	?	-0.5	-3
CCN(Cc1ccccc1)S(=O)(=O)c1cn(C)cn1	-6	97	2	0	-2	0.1	1	-14	0.8	2
C=CCn1c2ccccc2c2nnc(SCC(=O)Nc3cc(C)on3)nc21	.	98	3	5	7	2.1	2	-1	-1.1	-1
COc1ccnc(Oc2ccc(F)cc2)c1C(=O)N/C=N/OCc1cccc(F)c1	8	95	2	-3	-1	-0.2	3	2	0.1	3
COc1ccccc1C(=O)C1CCCN(C(=O)c2ccccn2)C1 (stereo not given)	-4	100	2	4	5	0.2	7	1	2.7	2
O=C(NN=C1CCCC1)c1ccn[nH]1	-3	94	4	0	3	0.0	5	0	0.1	2
CCCCN1C(=O)C(CC(=O)NCc2cccs2)CC(C(=O)N(C(C)C)C(C)C)=C1C (stereo not given)	-6	98	-1	-5	-3	0.2	4	0	-1.6	2

An excerpt from above in order of the aDG glyco up value, ascending:
Compound,aDG glyco up
COc1ccccc1NC(=O)c1ccc(NC(=O)C2CC2)cc1,-0.3
CC(C)(C)c1ccc(OC(=O)N2CCOCC2)cc1,0.1
COc1ccccc1C(=O)C1CCCN(C(=O)c2ccccn2)C1 (stereo not given),0.2
